SIAE inh: human SIAE inhibitors, primary screen, biochemical, fluorescence polarization, FP-Rh probe, 1536-well HTS; actives 0.69% (n = 370,000); SIAE FP-Rh probe binding; inhibition, % at 9.66 µM; AID 1053197, 2014; Sialate O-acetylesterase (Homo sapiens), Q9HAT2;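 active means inhibition above a cutoff: mean of compounds within the control limits plus 3 SD of those, cut at about 17% in these data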;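 further: 0% = plate median of compound wells and 100% = probe without SIAE protein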
ABHD4 inh: ABHD4 inhibitors, primary screen, biochemical, fluorescence polarization, mouse; (Lyso)-N-acylphosphatidylethanolamine lipase (Mus musculus), Q8VD66; purified mABHD4, FP-Rh probe fluorescence polarization; inhibition, % at 8.92 µM; actives 0.54% (n = 370,000); AID 720543, 2013;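 active means inhibition exceeding the mean over every tested compound plus 3 SD, cut at about 30% in these data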;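 further: 0% = plate median of compound wells and 100% = S159A mutant with DMSO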
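Test system: mABHD4 protein; Read-out basis: % inhibition; Incubation: 45 min + 60 min at 25 °C; Repeats: single replicate; Technique: fluorescence polarization with parallel and perpendicular emission, 525/598 nm; Compound: 8.92 µM, single dose; Benchmarks: full inhibition S159A mutant plus DMSO, zero as sample-well median.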
rCAG RNA binder: binders of r(CAG) RNA repeats, primary screen, biochemical, fluorescence; AID 651821, 2012; r(CAG) RNA repeat, TO-PRO-1 dye displacement fluorescence; actives 1.3% (n = 370,000); inhibition, % at 3 µM;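 active means inhibition above the plate cutoff, the mean of all test compounds on that plate plus 3 SD, cut at about 35% in these data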;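 further: 0% = DMSO alone and 100% = 100 µM mitoxantrone as full dye displacement; higher means more dye released from RNA so lower well fluorescence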
GC-B act: human GC-B receptor activators, primary screen, HEK293 GC-B cells, cGMP TR-FRET, EC30 CNP | Atrial natriuretic peptide receptor 2 (Homo sapiens), P20594 | 0% at EC30 CNP, 100% saturating CNP | activation, % at 10 µM | actives 0.11% (n = 370,000) | AID 1920062, 2024;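 active means activation at 10 µM reaching about 35% in either raw or pattern-adjusted values, limit read from the data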
MBD2 DNA inh: inhibitors of MBD2 binding to methylated DNA, primary screen, biochemical, TR-FRET, DNA-binding domain, human; Methyl-CpG-binding domain protein 2 (Homo sapiens), Q9UBB5; MBD2 binding to methylated oligonucleotide; inhibition, % at 4.4 µM; actives 0.31% (n = 370,000); AID 686964, 2013; in the data active means inhibition above about 13%
TCR-CD3 inh: inhibitors of human TCR-CD3 interaction, primary screen, biochemical, fluorescence, TAMRA-labeled TCR probe. T-cell receptor (TCR). inhibition, % at 9.4 µM. actives 0.37% (n = 360,000); in the data active means inhibition above about 19%;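 further: recombinant mutant TCR 2C K166C tagged with TAMRA read by polarization; 0% = receptor in buffer alone and 100% = receptor with positive control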
PRMT1 inh: PRMT1 methyltransferase inhibitors, primary screen, biochemical, fluorescence polarization. inhibition, % at 2.79 µM. recombinant PRMT1, activity-based probe fluorescence polarization. actives 1.3% (n = 370,000). Protein arginine N-methyltransferase 1 (Homo sapiens), Q99873;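 active means inhibition above about 21% made by adding two undisclosed values, limit read from the data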
Target sequence (Q99873 whole entry, looked up): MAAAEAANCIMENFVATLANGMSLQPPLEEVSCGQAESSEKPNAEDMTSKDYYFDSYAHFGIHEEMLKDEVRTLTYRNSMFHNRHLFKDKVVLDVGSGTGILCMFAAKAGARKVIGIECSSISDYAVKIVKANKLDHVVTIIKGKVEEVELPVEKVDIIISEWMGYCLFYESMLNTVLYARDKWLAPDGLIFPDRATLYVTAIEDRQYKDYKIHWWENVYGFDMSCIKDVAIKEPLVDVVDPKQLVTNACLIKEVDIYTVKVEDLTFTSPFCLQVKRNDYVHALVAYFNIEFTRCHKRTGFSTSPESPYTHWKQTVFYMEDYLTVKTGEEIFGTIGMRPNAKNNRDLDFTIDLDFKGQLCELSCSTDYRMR
NPR1 activator: GC-A stimulated cGMP production enhancers – HEK293 GC-A cells, cGMP TR-FRET, EC30 ANP, primary screen; activation, % at 10 µM; actives 0.14% (n = 370,000); 0% at EC30 ANP, 100% saturating ANP; AID 1671463, 2021; in the data active means activation above about 40%
HTRA1 inh: HTRA1 serine protease inhibitors, primary screen, biochemical, fluorescence polarization, HTS; recombinant HTRA1, FP-rhodamine activity-based probe; inhibition, % at 5.96 µM; Q92743; actives 0.5% (n = 340,000); in the data active means inhibition above about 36%;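 further: 0% = enzyme with DMSO and 100% = wells lacking enzyme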
Target sequence (Q92743 whole entry, looked up): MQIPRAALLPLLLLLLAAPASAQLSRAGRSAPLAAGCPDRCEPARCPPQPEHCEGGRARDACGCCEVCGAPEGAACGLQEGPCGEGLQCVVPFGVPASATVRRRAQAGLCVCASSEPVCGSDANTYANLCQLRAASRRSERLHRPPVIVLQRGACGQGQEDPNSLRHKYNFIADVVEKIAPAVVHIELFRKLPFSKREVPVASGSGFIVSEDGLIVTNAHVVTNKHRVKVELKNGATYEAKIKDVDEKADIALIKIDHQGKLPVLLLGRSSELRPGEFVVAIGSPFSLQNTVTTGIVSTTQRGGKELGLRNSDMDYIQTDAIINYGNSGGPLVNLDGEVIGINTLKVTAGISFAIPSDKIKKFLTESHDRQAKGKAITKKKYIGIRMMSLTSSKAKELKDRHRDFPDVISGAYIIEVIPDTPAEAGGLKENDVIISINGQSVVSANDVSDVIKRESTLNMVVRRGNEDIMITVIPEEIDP
UHRF1 binding: UHRF1 methylated DNA binding inhibitors, primary screen, counter-screen for MBD2 inhibitor project, biochemical, TR-FRET, human UHRF1, single concentration; actives 0.75% (n = 370,000); inhibition, % at 4.4 µM; AID 687016, 2013; UHRF1 binding to methylated oligo; in the data active means inhibition above about 21%;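 further: UHRF1 SRA domain binding a hemimethylated CpG hairpin DNA probe; 0% = median of test compound wells and 100% = reference inhibitor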
Starred values were filed as active, the others as inactive; / = not tested or not shown.

SMILES	SIAE inh	ABHD4 inh	rCAG RNA binder	GC-B act	MBD2 DNA inh	TCR-CD3 inh	PRMT1 inh	NPR1 activator	HTRA1 inh	UHRF1 binding
O=C(COc1ccccc1)Nc1nnc(S(=O)(=O)N2CCCC2)s1	0	2	21	-1	1	10	-4	2	-1	-1
Cc1ccc(NC(=O)Nc2ccc3c(c2)OCO3)c(OC(F)F)c1	5	1	2	3	-3	5	2	-1	5	2
CC1(C)N=C(N)N=C(N)N1c1ccc(OCC(=O)N2CCOCC2)c(Cl)c1	1	-3	0	0	-2	-6	-7	7	-8	3
Cc1nc2sc(C(c3cccs3)N3CC(C)CC(C)C3)c(O)n2n1 (centres undefined)	-2	-3	0	-6	-3	1	-6	-4	1	-1
COc1cccc(C(=O)NCCS(=O)(=O)NC2CCCC2)c1	-1	0	-2	3	3	-7	0	0	2	2
CC(C)CC1(C)NC(=O)N(CC(=O)NC(=O)Nc2ccc3c(c2)OCCO3)C1=O (centres undefined)	-1	9	-5	3	1	-7	0	2	-13	2
COC(=O)c1cc(OC)c(OC)cc1NC(=O)CCN1C(=O)C2CCCCC2C1=O (centres undefined)	-2	-1	-1	2	3	1	-4	0	5	-1
N#CCC(=O)Nc1ccc(C(=O)Nc2cccc(S(=O)(=O)N3CCCC3)c2)cc1	-45	-14	14	1	2	3	-5	0	-13	69*
CSc1c(C#N)c(N)c(C#N)c2c1COC(C)(C)C2	-5	-2	0	6	0	2	0	5	8	1
Nn1c(SCC(=O)NCC2CCCO2)nnc1-c1ccco1 (centres undefined)	3	4	2	1	-1	8	-1	-2	6	-1
CCc1cc2c(NCCC(=O)O)nc(C)nc2s1	5	21	14	9	2	4	2	0	11	-2
CNC(=S)NCCc1ccccc1	-2	3	0	6	0	-11	5	5	0	10
CCOc1ccc(OCc2ccc(C(=O)N3N=C(C(F)F)CC3(O)C(F)F)o2)cc1 (centres undefined)	-3	-12	-5	-2	-2	-5	-1	5	-10	-1
COc1cc(OC)c(OC)cc1CN1CCN(Cc2ccc(SC)cc2)CC1	11	18	-12	-4	1	1	-1	-11	-1	-2
O=C(O)C1=C[C@H](c2csc3ccccc23)C[C@H](OCc2ccc(CO)cc2)O1	4	4	21	8	-1	-5	6	0	-3	0
Cc1cc(CN(C)C(=O)c2ccc(OC3CCN(CCc4ccccc4)CC3)cc2)on1	-2	6	-11	0	-7	11	-1	-3	3	0
COc1ccc(Cl)cc1NC(=S)NN1CCOCC1	-2	0	0	-1	4	5	-2	-2	-8	-3
COc1ccc(Cc2nnc(NC(=O)c3cc(OC)cc(OC)c3)s2)cc1	-4	-10	1	-4	-4	4	1	0	-10	0
O=C(Nc1ccc(CN2CCOCC2)cc1)c1ccc(Br)cc1	-2	4	-1	-2	-6	2	1	5	-6	0
CCOC(=O)/C=C/c1nc(C(=O)OCC)c(C)c(=O)[nH]1	1	0	0	-3	-2	7	-5	0	4	-2
FC(F)(F)c1nnc(Nc2ccc(Cl)cc2)s1	4	-6	0	1	-1	0	-2	3	/	3
COc1ccc(N2C(=O)CC(N3CCCC4CCCCC43)C2=O)cc1 (centres undefined)	3	4	1	1	-2	-1	53*	-2	0	0
Cc1cc(C)c(SCCc2ccncc2)c(C)c1	-1	1	-4	-6	-3	0	1	0	-3	0
CCN(CC)CCNC(CC(=O)Nc1ccc(Cl)cc1Cl)C(=O)O (centres undefined)	-8	1	-3	3	3	-6	0	2	1	2
CN(C(=O)CCN1CCCO1)C1CCCN(Cc2ccccc2F)C1 (centres undefined)	-2	-5	0	2	-4	-6	-2	-1	3	-1
Nc1ccn(Cc2ccc(F)cc2)n1	0	2	-3	4	-1	7	0	3	-4	-2
O=C(C1=COCCO1)N1CCN(S(=O)(=O)c2cccc(F)c2)CC1	2	1	1	3	5	-6	2	1	8	-1
CC(C)CCN(C(=O)c1csnn1)C(C(=O)NC1CCCC1)c1ccccc1 (centres undefined)	-2	-2	-7	-12	-6	2	1	-20	1	1
CCCCOC(=O)Nc1nnc(SCCOc2ccc(C)cc2)s1	0	-6	-2	-3	-2	5	-4	0	-9	0
C=CCSc1nc(=O)n2ccc(C)cc2n1	-6	-20	12	1	4	1	10	-1	-5	2
Cc1nc(C(=O)NCc2ccccc2)sc1C1(C)CC(c2cccc([N+](=O)[O-])c2)=NO1 (centres undefined)	7	-3	4	3	4	-1	0	2	-25	1
O=C(O)c1ccc(Nc2nc3ccccc3nc2NS(=O)(=O)c2cccs2)cc1	-6	3	12	3	3	7	0	7	3	1
CCOC(=O)c1c(S(=O)(=O)Nc2ccc(C)c(F)c2)c(C)n(C)c1C	-3	5	-2	-6	7	-7	8	-1	11	-1
Cc1ccc2nc(-c3cccc(Cl)c3)c(Cc3cccc(Cl)c3)n2c1	-11	-9	10	-4	3	2	3	-9	/	9
CNc1ccc(-c2cccc(C#N)c2)cn1	4	-2	0	-6	2	2	12	-5	/	3
CCC(C(=O)OCCN(CC)CC)c1ccccc1 (centres undefined)	-8	-13	3	-3	2	2	-5	3	4	0
O=[N+]([O-])c1ccc(/C=N/Nc2cc(Cl)nc(-c3ccccc3)n2)cc1	-1	5	2	0	-2	10	0	-2	-8	0
CC(C)CC1NC(=O)c2cccnc2-n2c1nc1cc(F)c(F)cc1c2=O (centres undefined)	5	6	0	-4	2	-6	2	-15	1	-1
COCCNc1nnc(SCC(=O)c2c[nH]c3ccccc23)s1	-3	2	10	-4	-1	-4	-2	-1	-9	4
Cc1cccc(NC(=O)CNC(=O)c2cccc(S(=O)(=O)NCc3cccs3)c2)c1C	-6	-4	3	2	-5	2	-4	-1	-7	-1
O=C(NCCN1CCC(n2c(=O)[nH]c3ccccc32)CC1)c1cccc(F)c1	2	7	0	1	-5	4	-3	-4	/	0
COC(=O)c1c(NC(=O)c2c(OC)cccc2OC)sc2c1C(C(=O)OC)CC2 (centres undefined)	-3	-10	1	5	4	5	4	5	-7	4
O=C(OCCCc1cc2ccccc2c(=O)o1)c1ccc(F)cc1	2	-6	-1	-6	4	6	2	0	-12	5
Cc1ccc(-c2nc(N3CCN(C)CC3)c3ccccc3n2)cc1	5	-4	8	-10	5	1	2	-1	-7	0
Cc1ccc(CNC(=O)C(=O)NCCC2CCCCN2S(=O)(=O)c2cccs2)cc1 (centres undefined)	1	-2	-5	5	0	-9	3	1	-10	3
O=C(Nc1ccc(C(=O)N2CCOCC2)cc1)c1cccc(Br)c1	4	0	-3	-4	0	8	-1	2	-2	-2
CCOC(=O)c1ccc(NC(=O)c2ccco2)cc1	-2	1	-3	-1	6	-1	6	-3	-8	1
C=C(C)c1cccc(C(C)(C)NC(=O)NC2CC(C)(C)NC(C)(C)C2)c1	2	0	0	-3	-1	-3	-3	0	3	5
CCN(CC)C(=O)CSc1nc2c(sc(=S)n2Cc2ccco2)c(=O)n1-c1ccccc1	-4	-1	10	3	-7	2	4	-6	-11	0
O=C(N/N=C/c1ccccc1Cl)c1nc2ccc([N+](=O)[O-])cc2c(=O)[nH]1	2	16	6	-3	2	5	-3	-4	-1	-4
C/C(NCc1cccnc1)=C(\C#N)C(=O)NCc1ccccc1	1	-4	3	7	0	1	4	7	5	1
CC(C)(C)c1ccc(OCC(=O)N(Cc2cccs2)C2CCS(=O)(=O)C2)cc1 (centres undefined)	8	-4	2	-5	-5	2	-2	-3	-13	-2
COc1ccccc1N(C)S(=O)(=O)c1ccc(C(=O)N(C)Cc2cccc(OC)c2OC)cc1	-4	6	0	0	4	-4	-10	2	-5	-1
COc1ccc2c(c1)[C@@]1(OCCC=C[C@H]1C)C(=O)N2Cc1ccccc1C(F)(F)F	0	-2	-3	-1	4	-6	4	-5	/	0
C=CCN1CCN(C(CC(C)C)c2nnnn2CCOC)CC1 (centres undefined)	4	14	-7	-4	8	1	4	-6	5	1

Filtered by structure, the entries above with an aryl methoxy group (9)
SMILES	SIAE inh	ABHD4 inh	rCAG RNA binder	GC-B act	MBD2 DNA inh	TCR-CD3 inh	PRMT1 inh	NPR1 activator	HTRA1 inh	UHRF1 binding
COc1cccc(C(=O)NCCS(=O)(=O)NC2CCCC2)c1	-1	0	-2	3	3	-7	0	0	2	2
COC(=O)c1cc(OC)c(OC)cc1NC(=O)CCN1C(=O)C2CCCCC2C1=O (centres undefined)	-2	-1	-1	2	3	1	-4	0	5	-1
COc1cc(OC)c(OC)cc1CN1CCN(Cc2ccc(SC)cc2)CC1	11	18	-12	-4	1	1	-1	-11	-1	-2
COc1ccc(Cl)cc1NC(=S)NN1CCOCC1	-2	0	0	-1	4	5	-2	-2	-8	-3
COc1ccc(Cc2nnc(NC(=O)c3cc(OC)cc(OC)c3)s2)cc1	-4	-10	1	-4	-4	4	1	0	-10	0
COc1ccc(N2C(=O)CC(N3CCCC4CCCCC43)C2=O)cc1 (centres undefined)	3	4	1	1	-2	-1	53*	-2	0	0
COC(=O)c1c(NC(=O)c2c(OC)cccc2OC)sc2c1C(C(=O)OC)CC2 (centres undefined)	-3	-10	1	5	4	5	4	5	-7	4
COc1ccccc1N(C)S(=O)(=O)c1ccc(C(=O)N(C)Cc2cccc(OC)c2OC)cc1	-4	6	0	0	4	-4	-10	2	-5	-1
COc1ccc2c(c1)[C@@]1(OCCC=C[C@H]1C)C(=O)N2Cc1ccccc1C(F)(F)F	0	-2	-3	-1	4	-6	4	-5	/	0

An excerpt, so the mix of outcomes need not match the whole.
